# TMEM16A act – activators or potentiators of mouse TMEM16A chloride channel; Q8BHY3; HEK293 TMEM16A/YFP-H148Q/I152L, iodide quench fluorescence; hits give low values; B-score at 10 µM; 340,000 compounds, 0.3% hits;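 active = fluorescence-ratio B-score plate-corrected deviation score at least 3 library SD below zero, with starting fluorescence score within 5 deviations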;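 note: channel opened by trigger with iodide after compound preincubation; score built on the fluorescence ratio of max minus min over baseline; more negative score means more quench and so TMEM16A activation or potentiation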
# Target sequence (Q8BHY3 whole entry, looked up): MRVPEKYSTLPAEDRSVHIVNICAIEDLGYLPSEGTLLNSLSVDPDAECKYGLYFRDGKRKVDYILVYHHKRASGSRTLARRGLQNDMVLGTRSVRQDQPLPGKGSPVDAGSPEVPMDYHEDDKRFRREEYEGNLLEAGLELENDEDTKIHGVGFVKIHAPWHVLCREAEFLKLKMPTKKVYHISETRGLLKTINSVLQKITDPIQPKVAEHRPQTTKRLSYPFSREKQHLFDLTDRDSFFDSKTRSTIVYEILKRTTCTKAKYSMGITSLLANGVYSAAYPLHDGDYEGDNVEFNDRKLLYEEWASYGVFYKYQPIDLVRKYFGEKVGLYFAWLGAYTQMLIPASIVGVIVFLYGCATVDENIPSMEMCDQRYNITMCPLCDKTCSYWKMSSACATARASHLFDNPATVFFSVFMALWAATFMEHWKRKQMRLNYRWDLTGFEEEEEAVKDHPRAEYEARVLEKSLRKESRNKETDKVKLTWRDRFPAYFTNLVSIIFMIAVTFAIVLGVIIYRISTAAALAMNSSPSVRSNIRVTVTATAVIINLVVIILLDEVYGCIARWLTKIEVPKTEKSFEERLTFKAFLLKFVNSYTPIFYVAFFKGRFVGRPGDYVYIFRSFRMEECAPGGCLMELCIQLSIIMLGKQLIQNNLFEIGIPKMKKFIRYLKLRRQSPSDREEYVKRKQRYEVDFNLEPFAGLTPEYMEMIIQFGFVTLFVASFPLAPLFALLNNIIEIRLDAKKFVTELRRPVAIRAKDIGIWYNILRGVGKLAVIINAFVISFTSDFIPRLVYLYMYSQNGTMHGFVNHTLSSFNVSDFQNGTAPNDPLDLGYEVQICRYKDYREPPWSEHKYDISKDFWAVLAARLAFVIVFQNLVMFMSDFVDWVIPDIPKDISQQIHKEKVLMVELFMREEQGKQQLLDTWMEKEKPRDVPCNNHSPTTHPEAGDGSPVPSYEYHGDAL
# MrgX1 antagonist – antagonists of human MrgX1 receptor; 310,000 compounds, 1.3% hits; AID 588676; B-score at 10 µM; MRGX1-HEK293 calcium flux, Fluo-4, BAM8-22 antagonism; hits give low values;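 active = calcium-response B-score plate-corrected more than 3 library SD below zero, starting fluorescence within 5 deviations, no agonist response on first addition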;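 note: peak minus trough fluorescence over baseline after final BAM8-22 challenge near maximal dose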
# TRPC6 inh – mouse TRPC6 channel inhibition. B-score at 10 µM. HEK293-TRPC6, membrane potential dye, ACh-evoked depolarization; hits give low values. 310,000 compounds, 1.1% hits;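 active = B-score under library mean minus 3 SD, initial fluorescence not abnormally high, positive integrated signal ratio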;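 note: B-score derived from integrated fluorescence ratio over the kinetic read; more negative B-score means stronger inhibition of depolarization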
# MrgX1 allo act – human MrgX1 positive allosteric modulation, primary screen | MrgX1-HEK293, Fluo-4 calcium flux, FDSS; hits give high values | B-score at 10 µM | 310,000 compounds, 0.63% hits;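 active = plate-corrected calcium response at least 3 library SD above typical, normal starting fluorescence, not activating the receptor alone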;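 note: compound read alongside a low EC10 to EC30 dose of BAM8-22 agonist; peak minus trough fluorescence over baseline measured at the second addition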
# SKKanGAS inh – inhibitors of SKKanGAS S. pyogenes growth in kanamycin (SK-promoter or general growth effect) | BacTiter-Glo, 6 h | inhibition, % at 7.5 µM | 300,000 compounds, 1.3% hits | AID 1662;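 active = mean replicate score, as percent of positive control median, at least 50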;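 note: strain carries kanamycin resistance gene driven by streptokinase promoter and grows in 40 µg/ml kanamycin; loss of luminescence reflects streptokinase promoter inhibition or plain growth inhibition; 0% = median of DMSO wells and 100% = positive control at its reference dose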
# TRPC4 PAM – TRPC4 (mouse) allosteric potentiation | 310,000 compounds, 0.42% hits | B-score at 10 µM | Q9QUQ5 | HEK293 TRPC4beta/mu-opioid, DAMGO EC20, Fluo-4 Ca2+ flux; hits give high values;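 active = B-score of calcium response area above 5 SD of library B-scores, with initial fluorescence ratio within 5 SD of library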;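 note: B-score of integrated fluorescence ratio over time as area under calcium response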
# ANO1 block – blocks the mouse calcium-activated chloride channel TMEM16A; AID 588511; normalized B-score (activity score, 25-100; higher = stronger inhibition) at 10 µM; 310,000 compounds, 1.2% hits; Q8BHY3; HEK293 TMEM16A/YFP iodide influx fluorescence, ionomycin;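 active = ratio plate-corrected score three or more library SD toward inhibition, starting fluorescence score within five deviations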;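 note: score derived from kinetic fluorescence span divided by baseline fluorescence per well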
# TRPC6 activator – mouse TRPC6 channel activation; Q61143; HEK293-TRPC6 membrane potential dye fluorescence; hits give high values; B-score at 10 µM; 310,000 compounds, 0.13% hits; AID 2550;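 active = B-score of the integrated fluorescence ratio above library mean plus 3 SD, and starting fluorescence ratio within library mean plus 5 SD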;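 note: higher score means more depolarization so channel activation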
# TRPC4 agonist – activators of mouse TRPC4 channel; Q9QUQ5; B-score at 10 µM; AID 2237; HEK293 TRPC4beta/mu-opioid, Fluo4 calcium fluorescence; hits give high values; 310,000 compounds, 0.49% hits;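 active = B-score above 5 SD of library B-scores, and initial fluorescence ratio not above library mean plus 5 SD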;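 note: positive B-score marks a calcium rise read as TRPC4 activation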
#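 Material: HEK293 stable line with TRPC4beta plus mu-opioid receptor; technique: Fluo4 calcium-sensitive dye fluorescence, kinetic, 1 Hz baseline; timing: Fluo4 dye loading 45 min at room temperature, 110 s recording; controls: assay buffer as low control, maximal DAMGO as high control; read-out: integrated baseline-normalised fluorescence ratio, converted to per-well B score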
# MrgX1 ag – human MrgX1 receptor agonism, primary screen. Q96LB2. MrgX1-HEK293 cells, Fluo-4 calcium fluorescence, agonist mode; hits give high values. B-score at 10 µM. 310,000 compounds, 0.44% hits. AID 588627;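 active = calcium response B-score plate-corrected fluorescence ratio at least 3 library SD, with starting fluorescence B-score inside 5 SD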
#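 System: HEK293 cells stably expressing human MrgX1 receptor; Dosing: test compound in the initial addition of three; Schedule: overnight plating, then 30 min 37 °C plus 30 min room-temperature dye loading; Detection: kinetic calcium dye fluorescence, Fluo-4 NW; Controls: per-plate positive and negative controls for Z′ factor.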
# TRPC4 inh – TRPC4 (mouse) channel inhibition; Q9QUQ5; HEK293 TRPC4beta/mu-opioid, DAMGO-evoked Fluo4 calcium flux; hits give low values; B-score at 10 µM; 300,000 compounds, 0.39% hits; AID 2247;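 active = B-score over 3 SD under the library average, no early fluorescence shift, positive overall ratio signal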
#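 material = TRPC4beta/mu-opioid receptor HEK293 cell line | probe or stimulus = sequential submaximal and maximal DAMGO stimulation | compound dosing = one concentration per compound | measured by = Fluo4 Ca2+ flux fluorescence | evaluation = integrated fluorescence ratio relative to baseline, converted to per-well B score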
# Starred values were filed as active, the others as inactive; i = inactive; / = no result given. Compounds were not picked by outcome. About 6.7% of those tested had a hit in this group.
SMILES,TMEM16A act,MrgX1 antagonist,TRPC6 inh,MrgX1 allo act,SKKanGAS inh,TRPC4 PAM,ANO1 block,TRPC6 activator,TRPC4 agonist,MrgX1 ag,TRPC4 inh
COc1ccc(NC(=S)Nc2ccc3nccnc3c2)cc1,i,i,i,i,-2.4,i,i,i,i,i,i
CCOc1cccc(CN2CCCC(C(=O)c3cccc(C(F)(F)F)c3)C2)c1O (centres undefined),i,i,i,i,4.2,i,i,i,i,i,-6*
COc1ccc(-n2c(SC)nc3sc4c(c3c2=O)CCN(C)C4)cc1,i,/,i,/,-2.1,i,/,i,i,/,i
O=C(CSc1ncn[nH]1)N/N=C/c1ccc(F)cc1,i,i,i,i,-11.7,i,i,i,i,i,i
CCCN(c1ccc(C(C)C)cc1)S(=O)(=O)c1c(C)noc1C,i,i,i,i,13.5,i,i,i,i,i,i
CCCC(=O)Nc1c(C(=O)OCC)[nH]c2ccccc12,i,i,i,i,-1.6,i,i,i,i,i,i
O=C(NCC(=O)N1CCN(c2ccccc2F)CC1)c1ccco1,i,/,i,/,-1.3,i,/,i,i,/,i
CCOc1cc(C(=O)N2CCC(CC3CC(c4ccc(Cl)cc4)=NO3)(C(=O)NCC3CCCCC3)CC2)cc(OCC)c1OCC (centres undefined),i,i,i,i,22.4,i,i,i,i,i,i
O=C(CSc1nc2ncc(Cl)cc2[nH]1)NC1CCS(=O)(=O)C1 (centres undefined),i,i,i,i,1.8,i,i,i,i,i,i
Cc1cc(OC(C)C(=O)NC(Cc2c[nH]c3ccc(O)cc23)C(=O)O)c2c(C)c(C)c(=O)oc2c1 (centres undefined),i,i,i,i,3.1,i,i,i,i,i,i
Brc1ccc(CSc2nnc(-c3cnccn3)n2Cc2ccco2)cc1,i,i,i,i,2.2,i,i,i,i,i,i
COc1ccc(-c2noc(N3CCC(C(=O)NCc4ccc(Cl)cc4)CC3)n2)cc1,i,i,i,i,-3.7,i,i,i,i,i,i
COc1ccc(CNC(=O)c2cc(=O)c3cc(C)ccc3o2)cc1,i,i,i,i,0.8,i,i,i,i,i,i
CC(OC(=O)CCCN=C1NS(=O)(=O)c2ccccc21)C(=O)Nc1ccccc1F (centres undefined),i,i,i,i,-6.0,i,i,i,i,i,i
Cc1c(-c2nc(N)nc(Nc3ccccc3F)n2)oc2ccccc12,i,i,i,16.5*,/,i,i,i,i,i,i
COc1ccccc1CNC(=O)c1ccc(OC(F)F)c(OC)c1,i,i,i,i,1.5,i,i,i,i,i,i
Cc1cc(C)c(-c2csc(Cc3nc(-c4cc5ccccc5oc4=O)cs3)n2)cc1C,i,i,i,i,-2.1,i,i,i,i,i,i
CSc1nc(O)c(N=Nc2ccc(F)cc2F)c(=O)[nH]1,i,i,i,i,7.3,i,i,i,i,i,i
COc1cccc(C(O)c2nc3ccccc3n2C(C)C)c1 (centres undefined),i,-6.29*,i,i,3.5,i,i,i,i,i,i
Cc1[nH]c2c(C)cccc2c1CCNC(=O)C1CCCCC1C(=O)OCC(F)(F)F (centres undefined),i,i,i,i,-0.3,i,i,i,i,i,i
COc1cccc(-c2cc(C(=O)N3CC4(C)CC3CC(C)(C)C4)no2)c1 (centres undefined),i,i,i,i,/,i,i,i,i,i,i
Cc1cc2c(cc(C(=O)OCC(=O)NCc3cccs3)n2C(C)C)o1,i,i,i,i,3.2,i,i,i,i,i,i
O=C(COc1coc(CN2CCN(c3ccccc3)CC2)cc1=O)NCC1CCCO1 (centres undefined),i,i,i,i,-8.3,i,i,i,i,i,i
C=CCn1c(C)cc(C(=O)CSc2nnc(-c3cccc(S(=O)(=O)N(CC)CC)c3)o2)c1C,i,i,i,i,7.5,i,i,i,i,i,i
CCN1CCN(CCNC(=O)c2ccc3nc(-c4cccc(C)c4)c(-c4cccc(C)c4)nc3c2)CC1,i,i,i,i,8.9,i,i,i,i,i,i
CCN(CC)S(=O)(=O)c1ccc2c(c1)nc(CCC(=O)Nc1cccc(C(F)(F)F)c1)n2CC,i,i,i,i,3.7,i,i,i,i,i,i
COC(=O)c1sccc1NC(=O)Nc1ccccc1C,i,i,i,i,/,i,i,i,i,i,i
CCOC(=O)N1CCN(C(=O)CN2C(=O)COc3ccc(C)cc32)CC1,i,i,i,i,-1.7,i,i,i,i,i,i
O=C(O)c1cccc(Nc2ccc3nonc3c2[N+](=O)[O-])c1,i,i,i,i,1.6,i,i,i,i,i,i
Cc1ccc(NC(=O)C2CCCN(S(=O)(=O)c3c(C)noc3C)C2)cc1 (centres undefined),i,i,i,i,-6.5,i,i,i,i,i,i
CCSc1nnc(NC(=O)CSc2nnc(C)c(=O)n2N)s1,i,i,i,i,-1.1,i,i,i,i,i,i
Cc1ccc(-n2c(C)nc3c(cnn3-c3ccc(F)cc3)c2=O)cc1C,i,i,i,i,0.2,i,i,i,i,i,i
CSc1nc2[nH]ncc2c(=O)[nH]1,i,i,i,i,-5.2,i,i,i,i,i,i
O=C(O)CSc1nccc2ccccc12,i,i,i,i,-11.1,i,i,i,i,i,i
COc1ccc(C(=O)N/N=C/c2ccc(OC)c(COc3ccc(F)cc3F)c2)cc1,i,i,i,i,15.6,i,i,i,i,i,i
COc1ccc(/C=N/NC(=O)CC(=O)NCc2cccnc2)c(OC)c1,i,i,i,i,-6.8,i,i,i,i,i,i
CCn1c(=O)c2ccccc2n(CC(=O)NCCC2=CCCCC2)c1=O,i,i,i,i,8.1,i,i,i,i,i,i
O=[N+]([O-])c1ccc(COc2ccc(CNc3ccccc3)cc2)cc1,i,i,i,i,2.2,i,i,i,i,i,i
CCc1cc(-c2n[nH]c(C)c2-c2nc3ccccc3n2C)c(O)cc1O,i,i,i,i,-6.7,i,i,i,i,i,i
Cc1ccc(OCC(=O)N2CC(C)OC(C)C2)c([N+](=O)[O-])n1 (centres undefined),i,i,i,i,3.2,i,i,i,i,i,i
CCC(C)Sc1cccc(-c2nc3ccc(C)cn3c2NCc2ccccc2)c1 (centres undefined),i,i,i,i,66.7*,i,i,i,i,i,i
Cc1cc(C)nc(NC2=NCC(=O)N2CCc2c[nH]c3ccccc23)n1,i,i,i,i,-3.1,i,i,i,i,i,i
CCC(=O)OCCNc1cc(Sc2nccn2C)c2nonc2c1[N+](=O)[O-],i,i,i,i,22.6,i,i,i,i,i,i
CC(Cc1ccc(O)c(O)c1)C(C)Cc1ccc(O)c(O)c1 (centres undefined),/,i,i,i,24.3,i,100*,i,i,i,i
COc1cccc(C(=O)N2CCN(c3ccc(N4CCOCC4)nn3)CC2)c1,i,i,i,i,-5.7,i,i,i,i,i,i
CC(=O)c1nn(-c2cccc(Br)c2)cc1C(=O)c1ccc(C)cc1,i,i,i,i,8.5,i,i,i,i,i,i
CS(=O)(=O)c1ccc(Cl)c(NC(=O)CSc2n[nH]c(N)n2)c1,i,i,i,i,-11.5,i,i,i,i,i,i
Cc1nc(S(=O)(=O)Cc2ccccc2)nc2c1CCC2,i,i,i,i,4.4,i,i,i,i,i,i
Cc1nc2sc(C(c3ccco3)N3CCC(Cc4ccccc4)CC3)c(O)n2n1 (centres undefined),i,i,i,i,-4.9,i,i,i,i,i,i
COC(=O)N(C)CCCC1(C)C(=O)N(C)c2ccc(O)cc21 (centres undefined),i,i,i,i,-2.4,i,i,i,i,i,i

# Further results follow.
SMILES,TMEM16A act,MrgX1 antagonist,TRPC6 inh,MrgX1 allo act,SKKanGAS inh,TRPC4 PAM,ANO1 block,TRPC6 activator,TRPC4 agonist,MrgX1 ag,TRPC4 inh
O=c1[nH]c(SCCOc2cccc3ccccc23)nc2ccccc12,i,i,i,i,4.4,i,i,i,i,i,i
CC1CN(c2ccc(NC(=S)Nc3ccc(N4CC(C)OC(C)C4)cc3)cc2)CC(C)O1 (centres undefined),i,i,i,i,-1.5,i,i,i,i,i,i
Cc1ccc(S(=O)(=O)N2CCC(Oc3cccc(C(F)(F)F)c3)CC2)cc1,i,i,-7.34*,i,-2.5,i,i,i,i,i,i
CCCN(CC(=O)Nc1ccccc1OC)C(=O)CCNC(=O)c1ccccc1OC,i,i,i,i,-9.3,i,i,i,i,i,i
Cc1nc(S(=O)(=O)NC2CCCCC2)c(C#N)c(C)c1Cl,i,i,i,i,2.4,i,i,i,i,i,i
COc1ccc(-n2c(Cn3c(=O)sc4ccccc43)nnc2SCC(=O)N2CCCCC2)cc1,i,i,/,i,/,/,i,/,/,i,/
O=C(O)c1nn(CCOc2ccc(Br)cc2)c(=O)c2ccccc12,i,i,i,i,-10.1,i,i,i,i,i,i
CN(C1CCCCC1)S(=O)(=O)c1ccc(-c2ccccn2)s1,i,i,i,i,-0.3,i,i,i,i,i,i
CCOP(=O)(OCC)C(NC(=O)Nc1ccccc1)C(N)=O (centres undefined),i,i,i,i,4.0,i,i,i,i,i,i
CCc1ccc(S(=O)(=O)Nc2ccc(Cl)cn2)cc1,i,i,i,i,-3.5,i,i,i,i,i,i
CN(C)S(=O)(=O)c1cccc(C(=O)Nc2ccc(N3CCOCC3)cc2)c1,i,i,i,i,-4.1,i,i,i,i,i,i
CCOc1ccc(NC(=O)CSc2nnc(-c3ccccc3Cl)n2Cc2ccco2)cc1,i,i,/,i,/,/,i,/,/,i,/
C=CCn1c(SCC(=O)Nc2ccc(OC)cc2)nc2c([nH]c3ccccc32)c1=O,i,i,i,i,-4.0,i,i,i,i,i,i
Cc1ccc(S(=O)(=O)N2CCN(C)CC2)cc1-c1nnc2c3ccccc3c(C)nn12,i,i,i,i,2.6,i,i,i,i,i,i
Cc1sc2ncn(CC(=O)N3CCOCC3)c(=O)c2c1-c1ccccc1,i,i,i,i,-7.4,i,i,i,i,i,i
O=C(COc1ccc2oc(-c3ccco3)cc(=O)c2c1)N1CCCCC1,i,i,i,i,-4.5,i,i,i,i,i,i
CCOc1ccc(NC(=O)/C(C#N)=C/c2cn(CC(=O)O)c3ccccc23)cc1,i,i,i,i,3.4,i,i,i,i,i,i
COC(=O)c1ccc(COC(=O)c2cnccn2)cc1,i,i,i,i,-3.8,i,i,i,i,i,i
